dFosB activator: activators of delta FosB homodimer, primary screen, biochemical, fluorescence polarization, TAMRA-CDK5 oligo, single point. purified delta FosB; percent of positive-control signal above neutral wells. activation, % at 25 µM. Protein FosB (Mus musculus), P13346. AID 493131, 2011. 340,000 compounds, 0.99% hits;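 active = mean activation above about 17%, with every replicate also reaching it, limit read from the data, passing the limit was not always enough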;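 note: fluorescence polarization rise as delta FosB binds a TAMRA Cdk5 AP-1 oligo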
Target sequence (P13346 whole entry, looked up): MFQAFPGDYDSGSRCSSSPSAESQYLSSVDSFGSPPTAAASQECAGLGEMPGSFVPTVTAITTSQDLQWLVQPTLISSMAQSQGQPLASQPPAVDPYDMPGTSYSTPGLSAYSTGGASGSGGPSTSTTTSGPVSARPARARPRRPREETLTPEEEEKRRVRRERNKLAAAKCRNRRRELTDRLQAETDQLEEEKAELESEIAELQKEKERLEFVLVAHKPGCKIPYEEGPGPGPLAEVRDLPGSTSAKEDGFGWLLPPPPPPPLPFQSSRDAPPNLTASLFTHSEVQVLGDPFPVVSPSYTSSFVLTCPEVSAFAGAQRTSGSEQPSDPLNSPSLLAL
CDK5 inh: inhibitors of human CDK5/p35 kinase, primary screen, biochemical, single concentration; Cyclin-dependent kinase 5 (Homo sapiens) + Cyclin-dependent kinase 5 activator 1 (Homo …; Recombinant CDK5/p35, ADP-Glo luminescence, 60 min; inhibition, % at 10 µM; 330,000 compounds, 0.01% hits;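 active = highest replicate inhibition of at least 50% and at least 75% of replicates reaching 50%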;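 note: plate controls were DMSO neutral control for no effect and GW8510 at 10 µM for full effect; many of its hits are not listed in these tables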
Target sequence (Q00535 whole entry, looked up): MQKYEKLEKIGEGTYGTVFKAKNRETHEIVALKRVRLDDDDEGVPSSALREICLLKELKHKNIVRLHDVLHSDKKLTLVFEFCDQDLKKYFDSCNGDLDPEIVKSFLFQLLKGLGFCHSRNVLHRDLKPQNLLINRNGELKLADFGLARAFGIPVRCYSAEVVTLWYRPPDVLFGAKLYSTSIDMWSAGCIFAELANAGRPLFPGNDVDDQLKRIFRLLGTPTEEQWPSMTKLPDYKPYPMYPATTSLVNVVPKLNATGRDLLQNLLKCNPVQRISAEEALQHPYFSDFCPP
Target sequence (Q15078 whole entry, looked up): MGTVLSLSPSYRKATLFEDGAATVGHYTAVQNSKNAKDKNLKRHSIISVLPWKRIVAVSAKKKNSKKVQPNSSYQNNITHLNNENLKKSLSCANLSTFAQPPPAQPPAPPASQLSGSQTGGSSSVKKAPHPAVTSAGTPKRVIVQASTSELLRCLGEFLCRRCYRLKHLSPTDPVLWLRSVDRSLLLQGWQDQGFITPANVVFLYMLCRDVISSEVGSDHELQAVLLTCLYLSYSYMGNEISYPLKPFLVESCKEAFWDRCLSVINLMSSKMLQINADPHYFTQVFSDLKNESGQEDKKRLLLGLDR
SR-BI DiI-HDL act: activators of SR-BI mediated DiI-HDL uptake, primary screen, ldlA[mSR-BI] CHO cells, DiI fluorescence. activation, % at 12.5 µM. AID 504775, 2011. 320,000 compounds, 0.096% hits. 3 h; 100 = double the neutral-control signal;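 active = mean replicate activation of at least 60% and every replicate at or above 60%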;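 note: 0% = median plate neutral-control signal and 100% = twice that signal; values of inactives mirror those of a sister screen read the other way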
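Material – SR-BI-overexpressing, LDLR-lacking CHO cells · Medium – BSA-supplemented, HEPES-buffered Ham's F12, pH 7.4 · Doses – single concentration · Times – compound with DiI-HDL co-incubation, 3 h at 37 °C · Measured by – bottom-read fluorescence, 550/595 nm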
HTR5A ag ctr: HTR5A agonists in luminescence cell assay, primary screen, counter-screen for OPRM1-OPRD1 heterodimer agonist project, full-deck HTS | cell-based | activation, % at 9.3 µM | 5-hydroxytryptamine receptor 5A (Homo sapiens), P47898 | 340,000 compounds, 0.61% hits; in the data active = activation mostly above about 9.5%, no sharp cut-off; inactive = mostly below about 7.6%;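 note: 0% = cells with vehicle only and 100% = reference agonist; strong numbers were not always called active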
MITF TRPM1 HTS: activators of MITF-driven TRPM1 promoter reporter, primary screen, cell-based, SK-MEL-5, luciferase, single point; SK-MEL-5 TRPM1-promoter luciferase, 24 h; % of positive control, neutral wells = 0; activation, % at 12.5 µM; 300,000 compounds, 0.75% hits; AID 588334, 2011;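 active = mean activation of at least 80% with every replicate also reaching 80%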;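 note: 0% = neutral control wells and 100% = parthenolide positive control wells; values of inactives mirror those of a sister screen read the other way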
cardiac RTF act: cardiac RTF calcium sensitivity activators, primary screen, biochemical, IANBD-TnC fluorescence, EC20 calcium; IANBD-labeled TnC RTF fluorescence at EC20 calcium; 0% EC20 calcium, 100% full calcium; activation, % at 7.2 µM; 340,000 compounds, 0.24% hits; AID 493008, 2010;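 active = activation above the mean over all tested compounds plus 3 SD, cut at about 30% in these data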;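 note: rise in fluorescence read as greater calcium sensitivity of cardiac thin filaments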
Rtt109 HAT inh: inhibitors of C. albicans Rtt109/Vps75 HAT, primary screen, biochemical, ThioGlo CoA-SH fluorescence, plate reader; Histone acetyltransferase RTT109 (Candida albicans (strain SC5314 / ATCC MYA-2876)), …; purified Rtt109/Vps75, 4 h; inhibition, % at 34.9 µM; 330,000 compounds, 0.16% hits; AID 540336, 2011;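 active = inhibition of at least 50% in every replicate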
SR-BI HDL uptake: inhibitors of SR-BI mediated HDL lipid uptake, primary screen, ldlA[mSR-BI] cells, fluorescence, single point. Scavenger receptor class B member 1 (Mus musculus), Q61009. ldlA[mSR-BI] CHO cells, DiI-HDL uptake fluorescence, 3 h. inhibition, % at 12.5 µM. 320,000 compounds, 0.96% hits;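 active = mean replicate inhibition of at least 70% and a set share of replicates each scoring 70 or more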;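 note: 0% = median of neutral control wells and 100% = median of positive control wells; values of inactives mirror those of a sister screen read the other way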
PvdQ inh: P. aeruginosa PvdQ acylase inhibitors, primary screen, biochemical, fluorescence, plate reader and imaging, single point; purified PvdQ acylase; inhibition, % at 10 µM; 340,000 compounds, 0.063% hits; in the data active = inhibition above about 30%, passing the limit was not always enough;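 note: 0% = vehicle neutral wells and 100% = reference inhibitor wells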
Wnt act: Wnt/beta-catenin pathway activators, primary screen, cell-based, plate reader, single point. Wnt/beta-catenin reporter cell assay, activator. activation, % at 9.35 µM. 300,000 compounds, 1.2% hits. AID 743398, 2014; in the data active = activation above about 30%, passing the limit was not always enough;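 note: 0% = neutral control wells and 100% = positive control wells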
Active calls of the source: *; / = not tested or not shown; & = joins results of further samples. This is a subset. The share of hits here may be higher or lower than overall.

compound | MITF TRPM1 HTS | SR-BI HDL uptake | cardiac RTF act | Wnt act | SR-BI DiI-HDL act | dFosB activator | Rtt109 HAT inh | HTR5A ag ctr | PvdQ inh | CDK5 inh
CCCCCCOc1ccc(CN2CCN(CCO)CC2)cc1 | 35 | -37 | 3 | 9 | 37 | 6 | 3 | 3 | -6 | 0.4
COc1ccccc1N1CCN(Cc2ccccc2Cl)CC1 | 0 | -11 | 3 | -5 | 11 | -8 | -3 | 1 | 2 | 0.4
Cc1cccc(-n2c(O)c(C=NCCN3CCNCC3)c(=O)[nH]c2=S)c1 | -2 | -9 | 5 | 1 | 9 | -5 | -7 | -2 | -4 | 1.5
O=c1c2ccccc2nc(/C=C/c2ccc(O)cc2)n1-c1cccc(O)c1 | -6 | 59 | 1 | 1 | -59 | 4 | -5 | 9.8* | 1 | -0.4
C[C@H]1CCC[C@H](O)CCCCCc2cc(O)cc(O)c2C(=O)O1 | 3 | 21 | 6 | -3&-4 | -19 | 11 | 3 | -4 | -13 | -4.3
CCC(=NC1CCN(Cc2ccccc2)CC1)c1c(O)[nH]c(=O)[nH]c1=O | / | 16 | 3 | 0 | -16 | 5 | -4 | 1 | -18 | -1.0
CNc1cc(N2CCNCC2)ccc1[N+](=O)[O-] | -2 | 9 | -7 | -5 | -9 | -1 | -3 | 3 | -5 | 2.0
COc1cccc(C(=O)N2C[C@H]3C[C@@H](C2)c2cccc(=O)n2C3)c1 | -1 | -50 | 2 | -1 | 50 | 3 | 4 | -1 | -13 | -0.5
COCCCNC(=O)c1c(NC(=O)c2ccco2)n(Cc2ccccc2)c2nc3ccccc3nc12 | 2 | 13 | -2 | -5 | -13 | -5 | -15 | 2 | 5 | 1.6
COC(=O)CCCC(NC(=S)N1CC2C[C@@H](C1)Cn1c2cccc1=O)C(=O)OC (stereo partly drawn) | 6 | 2 | 0 | -1 | -2 | 4 | -6 | 1 | -10 | -0.8
COc1cc(CC2(CCc3ccncc3)C(=O)NC(=O)NC2=O)cc(OC)c1OC | 4 | -11 | 1 | -1 | 11 | 0 | -9 | 1 | -4 | 0.7
COc1ccccc1N1C(=O)NC(=O)/C(=C/c2ccc3c4c(cccc24)CC3)C1=O | -10 | -16 | 21 | 0 | 16 | -10 | 5 | 3 | -25 | -2.7
CCC(=NCc1cccnc1)c1c(O)n(Cc2ccccc2)c(=O)[nH]c1=O | -8 | -13 | 1 | -4 | 13 | -2 | -12 | 3 | -9 | 1.1
O=C(Cc1ccccc1)Oc1ccc([N+](=O)[O-])cc1 | / | -25 | 10 | 0 | 25 | 0 | 3 | -3 | -17 | -5.2
CCOP(=O)(Cc1ccc(C#N)o1)OCC | 15 | -16 | 8 | 1 | 16 | 10 | 9 | -5 | -13 | -2.1
Cc1cc(OC(C)C(=O)NCC2CCC(C(=O)O)CC2)c2c3c(c(=O)oc2c1)CCC3 (stereo not drawn) | 6 | 0 | -4 | 0 | 0 | 4 | 5 | -1 | -12 | 2.2
Nc1cncc(C(=O)O)c1 | 11 | -13&-35 | 3&2 | -1&-3 | 13&35 | -6&-1 | 25&-4 | 10&0 | 11&-19 | 0.9&-1.4
CC1NC(=O)NC(=O)C1Br (stereo not drawn) | 5 | 60 | 2 | -1 | -60 | 6 | -6 | 0 | -18 | 0.5
CN1CCN(c2nc(N)c(Br)c(Cl)n2)CC1 | 5 | 2 | 3 | 4 | -2 | -7 | 3 | 9 | -29 | 0.9
COc1ccc(C(O)P(=O)(OC(C)C)OC(C)C)cc1 (stereo not drawn) | / | -10 | -1 | -3 | 10 | 2 | -9 | 5 | -4 | -0.5
NC(=O)CN1CCCC1=O | -12 | -19 | 9 | 0 | 23 | 2 | 2 | -3 | -3 | 1.4
CC(=O)c1c(O)n(C2CCCCCC2)c(=O)[nH]c1=O | -1 | -9 | -1 | 1 | 9 | 8 | -12 | 3 | -2 | -0.2
CSc1nnc([C@@H](N)Cc2ccccc2)o1 | -3 | -24 | -1 | 4 | 24 | 1 | -8 | 0 | 2 | 0.5
C[C@H](O)[C@H]1CC[C@H]2[C@@H]3CCC4=CC(=O)CC[C@]4(C)[C@H]3CC[C@]12C | 6 | -5 | 0 | -4 | 21 | -13 | 7 | 3 | 0 | 2.7
O=c1[nH]c(O)c(N=Nc2cc([N+](=O)[O-])ccc2O)c(=O)[nH]1 | 3 | 13 | -6 | -2 | -13 | -5 | 5 | -10 | -5 | 4.8
CN1CCN(Cc2ccc(OC(F)(F)F)cc2)CC1 | 0 | -7 | 8 | -1 | 7 | 3 | 0 | -2 | -3 | -1.2
COc1ccc(NP(=O)(Oc2cccc(C)c2)Oc2cccc(C)c2)cc1OC | / | 9 | 4 | -1 | -9 | -6 | 0 | 0 | -13 | -1.7
C=CC1CN2CCC1CC2[C@@H](OC(=O)c1ccc(OC)cc1)c1ccnc2ccccc12 (stereo partly drawn) | 9 | -31 | -10 | -6 | 31 | -7 | 8 | -3 | 10 | -0.1
NC(=O)c1cc([N+](=O)[O-])cc([N+](=O)[O-])c1 | -9 | -1 | -4 | 0 | 1 | -2 | -4 | -3 | -10 | -0.7
CCCCCCn1c(O)c(C=NCCCn2ccnc2)c(=O)[nH]c1=O | 2 | -10 | 10 | / | 10 | -6 | 15 | -3 | -2 | 1.2
COc1ccccc1Oc1c(C)oc2cc(OC(=O)N(C)C)ccc2c1=O | 7 | 25 | -5 | 1 | -25 | -2 | 5 | 4 | 2 | -0.1
CC/C(=N\N1CCN(C)CC1)c1c(O)[nH]c(=O)[nH]c1=O | -15 | -38 | 4 | / | 38 | 2 | -4 | 3 | 7 | -0.8
CC(=O)C1CCC2C3CCC4CC(O)CCC4(C)C3C(=O)CC12C (stereo not drawn) | -9 | -25 | -6 | -2 | 25 | -3 | 4 | 0 | -14 | 2.2
CNC(=O)c1cccn(Cc2cc(C(F)(F)F)cc(C(F)(F)F)c2)c1=O | -25 | 0 | 2 | -9 | 0 | -3 | -1 | 3 | -12 | 1.8
COC(=O)C1=C(c2ccc(C(C)=O)cc2)C[C@@H]2CC[C@H]1N2C(=O)N1CCCCC1 | -2 | -2 | -3 | / | 2 | -5 | -3 | 2 | -4 | -0.4
O=c1[nH]c(=O)n(-c2cccc3ccccc23)c(O)c1C=NCc1ccc2c(c1)OCO2 | / | -6 | 0 | / | 6 | -1 | / | -1 | -5 | 0.0
CC1CCC(C(C)C)C(OC(=O)COC(=O)c2ccccc2N)C1 (stereo not drawn) | 1 | 54 | -9 | / | -54 | 5 | 6 | -7 | 1 | -0.4
CN1CC(C(=O)c2ccc(Cl)cc2)C(c2ccccc2)C1 (stereo not drawn) | 4 | 6 | -3 | -2 | -6 | -6 | -4 | -1 | -6 | 0.7
CC1C2Cn3c(nc4ccccc43)C1N(C)O2 (stereo not drawn) | -4 | -4 | 2 | -4 | 4 | 13 | 0 | 0 | -5 | 0.7
COc1cc(CN2CCN(C(=O)Cc3ccccc3)CC2)cc(OC)c1OC | / | 2 | -4 | -1 | -2 | 3 | 5 | -2 | -8 | 0.4
COc1ccc(-c2nc3ccc(C(=O)N4CCC5(CC4)OCCO5)cc3nc2-c2ccc(OC)cc2)cc1 | 4 | 23 | -5 | 0 | -23 | -8 | 1 | 3 | 5 | 1.7
CN(C)CCn1cnc2ccccc21 | 27 | -15 | 2 | 0 | 15 | 0 | -2 | / | -20 | -1.2
C[C@]12CCC3C(CC[C@H]4C[C@H](O)CC[C@]34C)C1C[C@H](O)[C@@H]2O (stereo partly drawn) | 1 | 11 | 3 | 4 | -11 | -11 | -2 | -2 | -11 | -1.8
COC(=O)C1=C(c2cccc(OCc3ccccc3)c2)C[C@@H]2CC[C@H]1N2C(=O)NCc1ccccc1OC | -2 | 27 | -1 | -8 | -27 | 2 | 3 | 5 | 12 | 0.1
CCOc1ccc(Br)c(C2(O)CC(C)N(C)CC2C)c1 (stereo not drawn) | 3 | 13 | 8 | / | -13 | 0 | -2 | 3 | 8 | 0.9
Cc1cccc(-n2c(C)nc3ccc(Cl)cc3c2=O)c1 | / | 1 | 0 | -1 | -1 | -1 | 6 | -3 | -6 | -3.3
Cc1ccc(OCC(=O)Nc2ccc(Cl)cc2C(=O)c2ccccc2)cc1 | 0 | 41 | 4 | / | -41 | 6 | -2 | 5 | -12 | 0.7
CN1C(=O)CC(c2ccccc2)Nc2ccccc21 (stereo not drawn) | -6 | -5 | -2 | 24 | 5 | 8 | -7 | 1 | -9 | -0.4
C[C@]12CC[C@@H](O)C[C@@H]1CC[C@@H]1[C@@H]2CC[C@]2(C)C(=O)CC[C@@H]12 | 3 | 31 | 11 | 0 | -31 | -2 | 7 | 3 | -20 | -7.0
CN1CCc2nc(SCc3ccccc3Br)c(C#N)cc2C1 | -4 | 65 | -1 | -1 | -65 | -14 | 3 | -5 | -7 | -0.4
Cc1ccc2c(c1)CC1(CN2C)C(=O)NC(=O)N(CCc2ccccc2)C1=O (stereo not drawn) | / | -10 | -2 | / | 10 | 1 | 3 | 5 | -2 | -3.5
CCCCCn1c(=O)c(C(=O)Nc2ccccc2C)c(O)c2ccccc21 | 8 | 28 | -7 | 9 | -28 | -6 | 2 | 4 | 9 | 0.8
CN1CCN(S(=O)(=O)c2cnc(Cl)c(Br)c2)CC1 | -5 | -42 | 3 | / | 42 | -8 | 0 | -4 | -21 | -1.8

Part of the list above, reduced to CDK5 inh and dFosB activator:
| Molecule | CDK5 inh | dFosB activator |
| --- | --- | --- |
| C[C@]12CCC3C(CC[C@H]4C[C@H](O)CC[C@]34C)C1C[C@H](O)[C@@H]2O (stereo partly drawn) | -1.8 | -11 |
| COC(=O)C1=C(c2cccc(OCc3ccccc3)c2)C[C@@H]2CC[C@H]1N2C(=O)NCc1ccccc1OC | 0.1 | 2 |
| CCOc1ccc(Br)c(C2(O)CC(C)N(C)CC2C)c1 (stereo not drawn) | 0.9 | 0 |
